HIF act – HIF pathway transcriptional activation. U2OS HRE-luciferase reporter, luminescence; normalized: DMSO 0%, desferrioxamine 100%. AID 1910. actives 0.32% (n = 300,000). activation, % at 7.5 µM (by protocol);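 active = mean activation of at least 10% of the iron chelator positive control signal, with at least half of replicates also reaching 10%; inconclusive = mean and replicate majority disagree about reaching 10%; inactive = mean and most replicates under 10%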
HSF1 activator – increases HSF-1 driven luciferase reporter signal; NIH3T3-HGL HSF-1 luciferase reporter, MG132, 8 h; 100% = twice DMSO control signal; activation, % at 9 µM; actives 1.7% (n = 300,000); AID 504408;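 active = mean replicate activation of at least 50% with a set share of replicates each reaching 50%; inconclusive = only one of those two conditions met; inactive = mean below 50% and too few replicates reaching it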;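 note: 0% = median of the neutral control wells and 100% = twice that signal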
IEC-6 cytotox – IEC-6 cytotoxicity, counter-screen for KLF5 inhibitors; luminescence viability; inhibition, % at 5 µM; actives 0.78% (n = 290,000); AID 1825; in the data active = inhibition above about 22%;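 note: 0% = plate median of test compound wells and 100% = cytotoxic reference compound wells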
KLF5 inh – inhibitors of KLF5 expression; DLD-1 KLF5 promoter-luciferase reporter, luminescence; inhibition, % at 5 µM; actives 0.23% (n = 290,000);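 active = inhibition above a per-plate limit of that plate's mean compound inhibition plus 3 SD, cut at about 60% in these data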;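 note: 0% = DMSO wells and 100% = LY294002 at 200 µM; higher means less KLF5 promoter-driven luciferase light; inactives centre near -14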
aSyn 5UTR inh – 5' untranslated region of α-synuclein, MLPCN primary screen; alpha-synuclein 5'UTR reporter, inhibitor activity; AID 1813; actives 0.82% (n = 300,000); inhibition, % (tested at 7.5 µM); in the data active = inhibition above about 60%; inconclusive = no clear call, values can overlap the other calls;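 note: H4 neuroglioblastoma cells stably carrying SNCA 5'UTR luciferase fusion; 0% = DMSO wells and 100% = positive control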
HSP90 refold inh – HSP90 refolding inhibition in rabbit reticulocyte lysate. luciferase refolding luminescence, 3 h. inhibition, % at 5.6 µM. actives 0.91% (n = 290,000);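 active = inhibition above the screen-wide mean plus 3 SD, computed separately per campaign, cut at about 16% in these data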;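 note: 0% = DMSO wells and 100% = 60 µM geldanamycin wells; inhibitors lower the luminescence because luciferase stays unfolded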
GSK3beta inhib – inhibitors of human GSK3beta kinase | activity score (negative = inhibition), % at 10 µM | actives 0.038% (n = 300,000) | P49841 | GST-GSK3beta kinase, ADP-Glo luminescence, 60 min; hits give low values | AID 2097;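 active = more than half of replicate wells score below -50%, meaning over 50% inhibition versus plate controls; inconclusive = some replicates but at most half score below -50%; inactive = no replicate scores below -50%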;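 note: 0% = median DMSO wells and -100% = median GW8510 positive control wells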
Target sequence (P49841 whole entry, looked up): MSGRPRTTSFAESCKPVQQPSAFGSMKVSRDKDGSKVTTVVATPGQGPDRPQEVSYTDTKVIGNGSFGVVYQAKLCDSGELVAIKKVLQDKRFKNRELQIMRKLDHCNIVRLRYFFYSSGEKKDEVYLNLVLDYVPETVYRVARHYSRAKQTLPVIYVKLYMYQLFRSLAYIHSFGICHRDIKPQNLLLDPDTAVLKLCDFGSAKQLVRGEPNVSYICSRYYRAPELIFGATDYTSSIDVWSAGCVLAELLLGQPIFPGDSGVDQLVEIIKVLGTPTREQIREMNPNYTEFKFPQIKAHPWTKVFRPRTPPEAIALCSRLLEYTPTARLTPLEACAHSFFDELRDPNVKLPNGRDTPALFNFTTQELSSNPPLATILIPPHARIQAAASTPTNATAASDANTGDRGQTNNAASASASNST
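Test system: GST-fused GSK3beta enzyme, cell-free | Quantity: 1.6 ng GST-GSK3beta enzyme per well | Reagent: 25 µM ATP with peptide substrate | Schedule: 60 min enzyme reaction, room temperature | Signal: Luminescent ADP-Glo measurement of ADP formed | Read-out basis: Score relative to plate controls | Control set: DMSO and 20 µM GW8510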
HSF1 inhib – HSF1 inhibition | NIH3T3-HGL HSE-luciferase, MG132-induced, luminescence 8 h; hits give low values | activity change, negative = inhibition, % at 7.5 µM (by protocol) | actives 0.77% (n = 300,000) | AID 2098;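 active = more than half of replicate wells show activity change below -50%, luminescence cut by over half; inconclusive = some wells, but at most half, below -50%; inactive = no replicate well below -50%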;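 note: luciferase reports HSF-1 transcriptional activity via heat shock element; 0% = median of DMSO wells and -100% = zero luminescence signal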
AI-2 QS mod – Vibrio harveyi AI-2 quorum sensing modulation; Vibrio harveyi JMH597 AI-2 luminescence/OD600 ratio, 9 h; hits give low values; strain lacks LuxN and CqsS sensors; 0 = neutral-control median; activity change, % at 7.5 µM; actives 0.4% (n = 300,000); AID 2094; in the data active = activity change below about -75%, passing the limit was not always enough; inconclusive = no clear call, values can overlap the other calls;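 note: luminescence divided by OD600 gain over 9 h not by final OD600 alone; inactives centre near 13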
GSK3A inh – human GSK-3 alpha kinase inhibition; ADP-Glo luminescence, 60 min; actives 0.1% (n = 320,000); inhibition, % at 10 µM; P49840;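 in the data active = inhibition above about 50%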;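 note: GST-tagged GSK-3 alpha with peptide substrate and 25 µM ATP; 0% = DMSO neutral wells and 100% = GW8510 positive control wells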
Target sequence (P49840 whole entry, looked up): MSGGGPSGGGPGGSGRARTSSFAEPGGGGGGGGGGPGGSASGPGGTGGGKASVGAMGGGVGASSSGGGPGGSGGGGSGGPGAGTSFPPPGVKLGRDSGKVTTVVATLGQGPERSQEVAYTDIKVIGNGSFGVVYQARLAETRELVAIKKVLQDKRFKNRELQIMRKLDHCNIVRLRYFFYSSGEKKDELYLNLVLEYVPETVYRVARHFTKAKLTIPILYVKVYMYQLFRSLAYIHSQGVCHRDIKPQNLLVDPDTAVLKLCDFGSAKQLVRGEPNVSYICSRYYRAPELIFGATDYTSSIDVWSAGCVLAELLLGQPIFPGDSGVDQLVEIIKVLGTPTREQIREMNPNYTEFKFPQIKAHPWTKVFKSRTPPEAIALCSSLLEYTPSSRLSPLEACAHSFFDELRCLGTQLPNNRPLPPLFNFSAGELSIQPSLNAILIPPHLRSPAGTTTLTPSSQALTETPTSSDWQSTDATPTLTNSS
* hit, by the source's call; u = inconclusive; x = no result given.

A first look, six compounds:
SMILES	HIF act	HSF1 activator	IEC-6 cytotox	KLF5 inh	aSyn 5UTR inh	HSP90 refold inh	GSK3beta inhib	HSF1 inhib	AI-2 QS mod	GSK3A inh
CS(=O)(=O)c1nc(-c2ccco2)cc(C(F)(F)F)n1	-3.9	-73	25*	-8	-76	3	0	-74*	-63	1
Cc1ccc(S(=O)(=O)N2CCN(S(=O)(=O)N3CCOCC3)CC2)cc1C	-0.2	-6	-3	-18	5	-2	1	-1	-2	-3
COc1cc(OC)c(C2=NOC(C(=O)Nc3c(C)nn(CC(=O)N4CCCC4)c3C)C2)cc1Cl (stereo unspecified)	-0.5	5	-5	-26	-15	-3	-3	0	37	1
COC(=O)CN1C(=O)[C@H]2[C@@H](c3ccc(C)o3)N3C(=O)CN(CCO)C(=O)[C@@]3(C)[C@H]2C1=O	-0.3	-7	-1	-16	-20	-5	-1	-1	6	-2
O=C(Cc1ccc(Cl)cc1)Nc1cc(Cl)ccn1	1.7	42	x	x	-61	x	1	18	14	1
COc1cc(OC)c(C(=O)/C=C/c2ccc(OCc3ccccc3)c(OC)c2)c(OC)c1	0.3	37	-11	-20	-37	4	-6	20	14	2

The listing, repeating the preview:
SMILES	HIF act	HSF1 activator	IEC-6 cytotox	KLF5 inh	aSyn 5UTR inh	HSP90 refold inh	GSK3beta inhib	HSF1 inhib	AI-2 QS mod	GSK3A inh
CS(=O)(=O)c1nc(-c2ccco2)cc(C(F)(F)F)n1	-3.9	-73	25*	-8	-76	3	0	-74*	-63	1
Cc1ccc(S(=O)(=O)N2CCN(S(=O)(=O)N3CCOCC3)CC2)cc1C	-0.2	-6	-3	-18	5	-2	1	-1	-2	-3
COc1cc(OC)c(C2=NOC(C(=O)Nc3c(C)nn(CC(=O)N4CCCC4)c3C)C2)cc1Cl (stereo unspecified)	-0.5	5	-5	-26	-15	-3	-3	0	37	1
COC(=O)CN1C(=O)[C@H]2[C@@H](c3ccc(C)o3)N3C(=O)CN(CCO)C(=O)[C@@]3(C)[C@H]2C1=O	-0.3	-7	-1	-16	-20	-5	-1	-1	6	-2
O=C(Cc1ccc(Cl)cc1)Nc1cc(Cl)ccn1	1.7	42	x	x	-61	x	1	18	14	1
COc1cc(OC)c(C(=O)/C=C/c2ccc(OCc3ccccc3)c(OC)c2)c(OC)c1	0.3	37	-11	-20	-37	4	-6	20	14	2
CN(C)CCNC(=O)C(C(=O)c1ccccc1)n1ccccc1=O (stereo unspecified)	0.2	6	-1	-25	6	-3	3	-6	3	-2
Cc1nc(N)sc1C(=O)N/N=C/c1ccccc1[N+](=O)[O-]	2.1	34	-12	-118	-133	-3	1	31	16	3
COc1cccc(NC(=O)Cn2cc(C(=O)C3CC3)c3ccccc32)c1	-0.4	5	x	x	16	x	0	3	25	x
c1ccc(C2=NNC(=NC3CC3)SC2)cc1	x	9	5	-83	u	13	-11	2	16	8
Cc1ccc(-n2c(N)cc(=O)nc2SCC(=O)N2CCN(c3ccccc3)CC2)cc1	-0.3	2	-8	-31	-3	2	0	-6	14	3
Cc1nn(CC(=O)NCCc2ccc(Cl)cc2)c(C)c1[N+](=O)[O-]	x	21	4	-31	10	3	0	-1	17	-1
CSC1=N/C(=C\c2ccccc2F)C(=O)S1	2.4	-36	-3	-27	0	4	0	-22	12	-2
Cc1ccccc1C(C(=O)NC1CCCC1)N(C(=O)Cc1cccs1)c1ccc2c(c1)OCCO2 (stereo unspecified)	-0.1	17	-4	-20	-28	0	1	-3	12	-3
OCCC1CN(Cc2cccn2-c2ncccn2)CCN1Cc1ccccc1 (stereo unspecified)	0.8	-8	-4	-6	0	-2	0	2	15	-7
CCc1ccc2nc(NC(=O)Cn3cnc4ccccc4c3=O)sc2c1	1.0	16	2	-24	-59	-3	-10	3	-16	-1
O=C(O)CSCc1nc2scc(-c3ccccc3)c2c(=O)[nH]1	-0.2	-5	-2	-10	-3	7	0	-6	19	-3
Cc1ccc(Sc2ccc(CN3CCCC3)cc2[N+](=O)[O-])cc1	-0.3	13	2	-11	29	-5	2	0	11	8
COCC(C)n1c(C)cc(C(=O)CN2C(=O)NC(Cc3c[nH]c4ccccc34)C2=O)c1C (stereo unspecified)	-0.4	24	7	-18	25	4	-2	-3	19	-3
O=C(Cn1cnc2c(nnn2Cc2ccc(F)cc2)c1=O)Nc1cccc(F)c1	0.0	3	-3	10	-3	1	1	1	11	-4
CCCCC(=O)Nc1nnc(/C=C/c2ccc(OC)cc2)s1	-1.3	7	-3	-48	-50	2	2	0	16	0
CCOc1ccc(CCNC(=O)COC(=O)COc2cc(C)cc(C)c2)cc1OCC	-0.1	-1	x	x	1	x	2	-4	22	-4
CCCNc1nc2c(c(=O)n(C)c(=O)n2C)n1Cc1cccc(C)c1	0.0	19	4	-30	-13	-1	0	4	33	-2
CCOC(=O)c1sc2ncn(CC(=O)NCC3CCCO3)c(=O)c2c1C (stereo unspecified)	-49	-2	9	0	16	4	4	-4	9	-1
COc1ccc(NC(=O)CSc2ccc(NC(C)=O)cc2)cc1S(=O)(=O)N1CCCCC1	-0.3	9	-1	5	-6	-1	1	4	35	-1
O=C1CCC/C(=N\NC(=O)c2ccc(COc3cccc4cccnc34)cc2)C1	0.0	-8	-4	-22	0	2	-4	1	3	-7
CCOc1cc(-c2noc(CCC(=O)Nc3cccnc3)n2)ccc1OC	0.1	0	-4	-24	3	-2	1	-8	7	0
Cc1cccnc1NC(=S)Nc1ncccc1C	3.4	49	4	-100	-119	0	1	25	9	2
Cc1ccc(S(=O)(=O)N2CCN(S(=O)(=O)N3CCCCC3)CC2)cc1C	0.2	14	-3	-1	-5	-3	2	-2	13	0
Cc1ccc2c(n1)sc1c(-c3ccccc3)c(C#N)c(N)nc12	-0.3	3	3	-1	20	1	1	1	3	0

The closing 4 records of the part before are carried over, then new ones follow.
SMILES	HIF act	HSF1 activator	IEC-6 cytotox	KLF5 inh	aSyn 5UTR inh	HSP90 refold inh	GSK3beta inhib	HSF1 inhib	AI-2 QS mod	GSK3A inh
CCOc1cc(-c2noc(CCC(=O)Nc3cccnc3)n2)ccc1OC	0.1	0	-4	-24	3	-2	1	-8	7	0
Cc1cccnc1NC(=S)Nc1ncccc1C	3.4	49	4	-100	-119	0	1	25	9	2
Cc1ccc(S(=O)(=O)N2CCN(S(=O)(=O)N3CCCCC3)CC2)cc1C	0.2	14	-3	-1	-5	-3	2	-2	13	0
Cc1ccc2c(n1)sc1c(-c3ccccc3)c(C#N)c(N)nc12	-0.3	3	3	-1	20	1	1	1	3	0
CCO[C@@H]1OC(C(=O)N2CCOCC2)=C[C@H](C2CC2)[C@H]1CCCO	-0.4	8	1	-13	-8	4	0	-3	11	-3
CC(C)NC(=O)c1nn(C)c2ccccc12	0.6	-8	1	-11	26	1	1	-11	15	-1
Cc1noc(COc2ccccc2OCC(N)=O)c1Cl	-0.1	1	5	-13	-1	-3	2	-11	2	-1
O=C1CC(N2CCN(c3ccccc3)CC2)C(=O)N1c1ccc(Cl)cc1 (stereo unspecified)	-4.2	10	0	-14	17	-2	5	3	16	-1
Cc1ccc(S(=O)(=O)Nc2nc(C)c(C(=O)NNS(=O)(=O)c3ccccc3)s2)cc1	-0.3	6	0	0	17	-3	6	2	10	-4
O=C(O)C1CC=CCC1C(=O)Nc1ccccc1C(=O)N1CCN(c2ccccc2)CC1 (stereo unspecified)	0.0	31	-5	-13	-8	2	-3	2	34	-3
O=C(CSc1ncn[nH]1)NC12CC3CC(CC(C3)C1)C2	0.3	11	2	27	3	2	3	12	18	2
CCOC(=O)C(Cc1ccccc1)NC(C)=O (stereo unspecified)	-0.2	11	6	-25	-6	2	2	-3	18	-2
CCOc1cc(S(=O)(=O)NCCc2cccc(C)c2)c(OCC)cc1-n1cnnn1	-0.2	19	3	4	4	3	0	-2	16	-2
Cc1ccc(-c2cc(C(=O)O)c3sc(N4CCCCC4)nc3n2)cc1	1.0	-8	1	2	1	-3	3	2	17	-3
COc1ccc(OCCOC(=O)CNC(=O)c2ccc(Cl)cc2Cl)cc1	1.5	3	x	x	-4	x	-3	6	18	-2
O=C(O)c1ccccc1C(=O)NCc1ccc(F)cc1	0.3	-7	4	-18	-1	-1	1	-3	18	x
Nc1ccccc1SCC(=O)Nc1nc(-c2ccccc2)cs1	1.6	13	7	31	-42	-1	1	1	4	0
Cc1ccc(S(=O)(=O)NC(=O)Nc2ccc(OC(F)F)cc2)cc1	1.3	-9	4	9	2	4	4	-8	8	0
COc1ccc(-n2nnnc2CNC(=O)c2ccc3c(c2)OCO3)cc1	0.0	16	x	x	0	x	1	1	-14	-1
CC(C)COc1ccc(C(=O)Nc2scc(-c3ccc(Cl)cc3Cl)c2C(N)=O)cc1	-0.1	9	-3	-4	19	0	1	-3	-1	-1
Cc1cc(NC(=O)CSc2nnnn2C2CCCC2)no1	-0.1	-17	2	12	19	-2	2	0	26	-4
O=c1cc(O)nc(SCc2ccccc2)n1-c1ccc(F)cc1	-0.3	21	-6	-25	23	-2	4	11	40	0
Cc1ccc(S(=O)(=O)NC(=O)COc2cc(C)ccc2C(C)C)cc1	0.7	-11	-2	-5	-6	1	4	3	4	-6
O=C1CCC(Cc2ccccc2)N1 (stereo unspecified)	0.3	-9	2	-37	3	1	0	-1	18	-2
Cc1ccc(CN2CCN(/N=C/c3ccc(C)s3)CC2)cc1	-0.4	18	-14	-13	11	-2	-5	0	16	x
CN1CCC(=NNC(=O)C(=O)NC(C)(C)C)CC1	-0.3	3	-2	-27	13	-3	2	1	-2	2
O=C(CSc1n[nH]c(-c2cccs2)n1)NCc1ccc2c(c1)OCO2	-0.4	2	0	-34	8	-2	0	3	41	-7
CCN(CC)CCC(c1ccc(N(C)C)cc1)c1c(O)cc(OC)cc1OC (stereo unspecified)	0.0	-5	x	x	-13	x	-7	4	27	-1
CC(=O)NC1=NN(C(C)=O)C(C)(c2cccs2)S1 (stereo unspecified)	0.2	-7	56*	8	39	-2	2	-6	16	-2
CCC(Oc1ccccc1)C(=O)NC1C(=O)N2C1SC(C)(C)C2C(=O)O (stereo unspecified)	0.0	0	-4	3	-7	-2	2	-4	21	x

Screening results deposited in PubChem by several laboratories.
